Growth percent in the NCI-60 one-dose screen (48 h, 10 µM unless noted): 100 = growth as untreated, 0 = no growth, -100 = all killed.
PC-3: PC-3 prostate cancer cells | actives 3.9% (n = 80,000) | AID 1794754
OVCAR-8: OVCAR-8 ovarian cancer. AID 1794782. actives 4.4% (n = 81,000)
DU-145: DU-145 prostate cancer; actives 4.2% (n = 81,000); AID 1794760
OVCAR-4: OVCAR-4 ovarian cancer cells. actives 3.7% (n = 80,000)
SK-OV-3: SK-OV-3 ovarian cancer cells | actives 3.2% (n = 80,000) | AID 1794785
OVCAR-3: OVCAR-3 ovarian cancer. actives 7% (n = 79,000). AID 1794787
IGROV1: IGROV1 ovarian cancer; actives 4.7% (n = 79,000); AID 1794786
OVCAR-5: OVCAR-5 ovarian cancer; AID 1794783; actives 2.9% (n = 82,000)
Active calls of the source: *; x = not tested or not shown; & = joins results of further samples; [ ] = remark or other dose. The calls were made as follows: active = growth percent below 10; inactive = the rest.

SMILES | PC-3 | OVCAR-8 | DU-145 | OVCAR-4 | SK-OV-3 | OVCAR-3 | IGROV1 | OVCAR-5
CCN1CCN(c2ccc3c4c(cccc24)C(=O)N(N2C(=O)c4cccc5cccc(c45)C2=O)C3=O)CC1 | 92 | 94 | 105 | 103 | 95 | 104 | 95 | 107
COc1cc(C2C(C#N)=C(N)Oc3cc(N)ccc32)cc(Br)c1OC (stereo unspecified) | 94 | 97 | 101 | 98 | 93 | 107 | 107 | 99
Nc1ncnc2c1N=C(c1cccc(Nc3ccncc3)c1)CC(c1ccc(F)cc1)N2 (stereo unspecified) | 82 | 89 | 95 | 82 | 86 | 93 | 88 | 94
CSc1nnc(-c2cc(-c3ccccc3)nc3ccccc23)o1 | 59 | x | 92 | 85 | 101 | 88 | 79 | 93
O=C(CNc1nc(-c2ccc(Cl)cc2)cs1)Nc1ccc(-c2nc3ccccc3s2)cc1 | 91 | 98 | 95 | 70 | 95 | 94 | 59 | 90
CC(C)(C)OC(=O)c1cc2c3ccccc3oc(=O)c2c2nc3ccccc3n12 | 97 | 101 | 108 | 88 | x | 88 | 53 | 101
COc1cc2nc(N3CCC[C@H](NC(=O)c4ccco4)C3)nc(N)c2cc1OC | 95 | 97 | 108 | 93 | 103 | 108 | 103 | 92
Cc1cc(N(CCCNc2ccnc3cc(Cl)ccc23)Cc2ccc3c(c2)OCO3)nc(N2CCCCC2)n1 | -35* | -11* | 11 | -9.9* | 31 | -72* | -51* | 4.7*
C=C(C)[C@@H]1CC[C@]2(COC(=O)c3cccc(OC(C)=O)c3)CC[C@]3(C)[C@H](CC[C@@H]4[C@@]5(C)CC[C@H](O)C(C)(C)[C@@H]5CC[C@]43C)[C@@H]12 | 101 | 104 | 117 | 112 | 113 | 110 | 112 | 101
Cc1ccc(S(=O)(=O)N(C(=S)OCCN2C(=O)c3ccccc3C2=O)c2ccccc2F)cc1 | 74 | 96 | 95 | 88 | 101 | 76 | 88 | 97
O=C(/C=C/c1ccc(Br)cc1)c1cccc(OCCCOc2cccc(C(=O)/C=C/c3ccc(Br)cc3)c2)c1 | 97 | 98 | 103 | 96 | 103 | 101 | 104 | 102
Cn1c(-c2nonc2NC(=O)c2ccc(F)cc2)nc2ccccc21 | 101 | 97 | 107 | 114 | 111 | 119 | 104 | 117
Cc1ccc(C(=O)Oc2ccc(N=C=S)cc2)cc1 | 101 | 99 | 106 | 92 | 102 | 111 | 98 | 113
Cc1ccc2c(-c3nn(-c4ccccc4)c(N)c3C#N)cc(=O)oc2c1 | 100 | 91 | 93 | 99 | 91 | 109 | 85 | 99
O=C(O)c1cocc1C(=O)O | 96 | 108 | 115 | x | 103 | 117 | 106 | 110
Cc1[nH]c(-c2nc3ccccc3[nH]2)c(C)c1C(=O)n1ccnc1 | 102 | 102 | 102 | 93 | x | 94 | 115 | 103
c1cnc2ncncc2n1 | 94 | 95 | 120 | 105 | 94 | 102 | 108 | 105
CC(=O)N1C2=NN=CC=CN2C(=O)C1CC(C)C (stereo unspecified) | 98 | 102 | 114 | 101 | 98 | 113 | 98 | 103
CCN(CC)CCOC(=O)c1cc(Cl)cc(-c2ccccc2)c1O | 94 | 101 | 101 | 109 | 113 | 104 | 99 | 116
COc1cc(C2CC(c3ccc(Oc4ccc(Br)cc4)cc3)=NN2c2nc(-c3ccc(F)cc3)c(C#N)c(N3CCOCC3)n2)cc(OC)c1OC (stereo unspecified) | 86 | 105 | 109 | 110 | 105 | 118 | 110 | 107

Look-ups from above:
Cc1ccc(C(=O)Oc2ccc(N=C=S)cc2)cc1 | OVCAR-4: 92
CCN1CCN(c2ccc3c4c(cccc24)C(=O)N(N2C(=O)c4cccc5cccc(c45)C2=O)C3=O)CC1 | OVCAR-4: 103
CCN(CC)CCOC(=O)c1cc(Cl)cc(-c2ccccc2)c1O | OVCAR-8: 101
COc1cc2nc(N3CCC[C@H](NC(=O)c4ccco4)C3)nc(N)c2cc1OC | SK-OV-3: 103
c1cnc2ncncc2n1 | OVCAR-5: 105
Cn1c(-c2nonc2NC(=O)c2ccc(F)cc2)nc2ccccc21 | OVCAR-4: 114
O=C(CNc1nc(-c2ccc(Cl)cc2)cs1)Nc1ccc(-c2nc3ccccc3s2)cc1 | DU-145: 95

More entries follow:
SMILES | PC-3 | OVCAR-8 | DU-145 | OVCAR-4 | SK-OV-3 | OVCAR-3 | IGROV1 | OVCAR-5
CCCCN(CCC#N)CCCC | 100 | 110 | 113 | x | 111 | 114 | 99 | 107
C[N+]1(C)CCC(c2ccccc2)(c2ccccc2)C(=O)C1 | 96 | 102 | 100 | 97 | 101 | 114 | 114 | 95
CCN(CC)c1cc(C(=O)O)cc(Cl)n1 | 97 | 110 | 118 | 111 | 105 | 114 | 106 | 104
CC(C)(C)c1cc(-c2cc(-c3ccccc3)[nH]c(=O)c2C#N)cc(C(C)(C)C)c1 | 53 | 7.1* | 35 | 5.2* | 44 | 27 | 35 | 46
O=C(N/N=C/c1ccc(Cl)o1)c1[nH]c2ccc(Br)cc2c1-c1ccccc1 | 16 | -57* | -49* | -22* | 4.7* | -11* | 5.4* | -25*
Nc1nc(Nc2cc(Cl)cc(Cl)c2)nn1S(=O)(=O)c1ccc2ccccc2c1 | 49 | 41 | 48 | 73 | 59 | 60 | 20 | 68
C=CCCCCOc1cccc(/C=C2\N=C3SCCCN3C2=O)c1 | 95 | 101 | 108 | 88 | 98 | 107 | 89 | 106
CCCCNC(=S)Nc1ccc(S(=O)(=O)Nc2ccc(Cl)nn2)cc1 | 107 | 99 | 105 | 106 | 103 | 106 | 97 | 104
CC1(C2CC(=O)c3c(O)ccc(O)c3C2)OCCO1 (stereo unspecified) | 97 | 124 | 107 | 105 | 97 | 104 | 108 | 98
O=C(O)c1cccc([N+](=O)[O-])c1I | 98 | 96 | 114 | 97 | 102 | 114 | 110 | 102
O=c1cccn[nH]1 | 99 | 106 | 117 | 94 | 104 | 108 | 105 | 111
CC(=O)OCC(C)Cc1ccc(C(C)(C)C)cc1 (stereo unspecified) | 99 | 121 | x | 122 | 126 | 117 | 117 | 110
CC(=O)Nc1c(C)ccc([N+](=O)[O-])c1C | 99 | 104 | 120 | 119 | 115 | 110 | 106 | 94
O=S(=O)(SC(S(=O)(=O)c1ccccc1)S(=O)(=O)c1ccccc1)c1ccccc1 | 84 | 98 | 124 | 93 | 117 | 164 | 57 | 112
c1ccc(-c2nc(-c3nccc4ccccc34)oc2-c2ccccc2)cc1 | x | 95 | 102 | 87 | 92 | 96 | 104 | 88
S=c1ncc2[nH]c(=S)[nH]c2[nH]1 | 102 | 104 | 116 | 109 | 112 | 117 | 98 | 108
COc1cc(-c2nc(SCC(=O)Nc3nc4ccc(C)cc4s3)[nH]c(=O)c2C#N)ccc1O | 94 | 96 | 110 | 105 | 102 | 105 | 98 | 101
CCOC(=O)C(C#N)C1C=Cc2ccccc2N1C(=O)c1ccccc1 (stereo unspecified) | 93&95 | 107&98 | 96&107 | 85&91 | 106&98 | 102&108 | 93 | 111&101
NCc1cccc(CN)c1 | 102 | 94 | 114 | x | 108 | 105 | 122 | 106
O=C(N/N=C\c1cc(Cl)ccc1O)c1ccncc1 | 61 | 45 | 48 | 31 | 59 | 19 | 33 | 84
Cc1ccccc1CO | 93 | 117 | 116 | 104 | 108 | 112 | 116 | 103
C=C1CC[C@@H]2[C@](C)(COC(C)=O)[C@H](OC(C)=O)CC[C@@]2(C)[C@@H]1CC(Nc1ccc(S(=O)(=O)NC(C)=O)cc1)C1=CCOC1=O (stereo partly specified) | 0.7* | -18* | 0.4* | 26 | 67 | -88* | -10* | -40*
COc1ccc(CCNc2ncnc3c2ncn3[C@H]2CC3C(CO)C2C[C@@H]3Cl)cc1 (stereo partly specified) | 102 | 101 | 105 | 94 | 106 | 111 | 99 | 98
O=C1/C(=C\c2cn(C(=O)c3ccc(Cl)cc3)c3ccccc23)c2ccccc2N1C(=O)c1ccc(Cl)cc1 | 66 | 79 | 85 | 72 | 77 | 84 | 80 | 115
CC(=O)c1ccc(N=Nc2c(N)nc(N)nc2N)cc1 | 94 | 99 | 109 | 121 | 100 | 105 | 97 | 116
O=C(Nc1ccc(Oc2cccc(F)c2)c(Cl)c1)c1cccnn1 | 52 | 93 | 83 | 61 | 104 | 79 | 92 | 97
CCn1c(-c2cncc(CO)c2)nnc1N1CC(C)OC(C)(C)C1 (stereo unspecified) | 93 | 101 | 107 | 102 | x | 106 | 110 | 103
Cn1c(=O)[nH]c(=O)c2nc(/C=C/c3ccccc3)c(=O)[nH]c21 | x | 100 | 108 | 106 | 100 | 107 | 97 | 99
COC(=O)Cc1cc(O)cc2oc(-c3cc(OC)cc(OC)c3)cc(=O)c12 | 97 | 96 | 109 | 101 | 108 | 110 | 109 | 104
O=C1NC(=O)c2cc([N+](=O)[O-])cc3cccc1c23 | 79 | 85 | 106 | 96 | 106 | 112 | x | 109
O=c1nc(NO)[nH]c(=O)n1Cc1ccc(F)cc1 | 94 | 109 | 114 | 91 | 105 | 112 | 97 | 104
Cc1cc(OC(=O)c2nnn(-c3ccccc3Cl)c2C)nc2[nH]c(=O)sc12 | 99 | 103 | 106 | 102 | 101 | 106 | 106 | 105
CC/C(=C(/c1ccc(Cl)cc1)c1ccc(OCCN(CC)CC)cc1)c1ccc(OC)cc1 | 34 | 60 | 74 | 70 | 90 | 66 | 60 | 62
c1cncc(CSc2ncnc3nc[nH]c23)c1 | 83 | 116 | 100 | 108 | 101 | 102 | 103 | 104
CN(C)C(=O)Oc1ccc[n+](C)c1 | 104 | 102 | 117 | 111 | 108 | 120 | 110 | 106
OCc1cc(CN2CCCCC2)c(O)c2ncccc12 | 47 | 50 | 50 | 35 | 49 | 45 | 53 | 59
CC1(C)CC[C@]23CC[C@]4(C)[C@H](CC[C@@H]5[C@@]6(C)C/C(=C/c7cccnc7)C(=O)C(C)(C)[C@@H]6CC[C@]54C)[C@H]2[C@H]1OC3=O | 30[100 µM] | 42[100 µM] | 57[100 µM] | x | 65[100 µM] | 49[100 µM] | 67[100 µM] | 80[100 µM]
C/C(=N\O)C1(O)CCCCC1 | 129 | 94 | 100 | 110 | 98 | 95 | 98 | 103
N#C/C(=C\c1ccc(Br)cc1)C(=O)c1ccccc1 | 92 | 99 | 110 | 108 | 116 | 116 | 98 | 106
Cn1cc(-c2nc3ccccc3n2C)c2cccnc21 | 96 | 110 | 107 | 103 | 92 | 106 | 100 | 106
N#CN=C(N)c1ccccc1 | 91 | 101 | 121 | 106 | 102 | 127 | 112 | 107
N#CCCN1CCSC1=S | 101 | 102 | 110 | 113 | 99 | 118 | 100 | 109
CCOC(CSCc1ccccc1)OCC | 99 | 101 | 106 | 112 | 109 | 101 | 99 | 99
CC(C)[C@H](NC(=O)c1cc2ccccc2[nH]1)C(=O)Nc1nccs1 | 93 | 97 | 110 | 102 | 98 | 105 | 88 | 106
Fc1ccc2[nH]cc(-c3nc(-c4c[nH]c5ccncc45)cs3)c2c1 | 7.4* | -41* | -1.0* | -0.1* | 63 | -74* | -43* | 24
CC[C@]12C=CCN3CC[C@@]4(c5cc(NC(=O)CCC(=O)O[C@H]6CC[C@H]7[C@@H]8CCC9=CC(=O)CC[C@@H]9[C@H]8CC[C@]67C)c(OC)cc5N(C)[C@H]4[C@@](O)(C(=O)OC)[C@@H]1OC(C)=O)[C@@H]32 | 54 | 76 | 82 | 67 | 104 | 81 | 62 | 96
CCOC(=O)c1ccc(NC2=C(Cl)C(=O)C(C)=C(C)C2=O)cc1 | 92 | 108 | 111 | 97 | 104 | 108 | 108 | 105
CC1(C)CC[C@]2(C(=O)N3CCCNCC3)CC[C@]3(C)C(=CC[C@@H]4[C@@]5(C)Cc6c([nH]c7ccccc67)C(C)(C)[C@@H]5CC[C@]43C)[C@H]2C1 | 73 | 90 | 63 | 91 | 112 | x | 84 | 96
O=C(Cn1cc(CO)nn1)Nc1nc(-c2ccc(Cl)cc2)cs1 | 94 | 101 | 106 | 102 | 95 | 114 | 110 | 109
CC(C)(C)c1ccc(C(=O)N/N=C/c2ccc(O)cc2O)cc1 | 35 | 17 | 24 | 22 | 23 | 12 | 20 | 34
Clc1ccc(SSc2ccc(Cl)cc2)cc1 | 47&87 | 86&98 | 109&103 | 85&103 | 125&106 | 110&101 | 83&102 | 119&94
CC(C)c1nc(SCC(=O)NCCc2ccc(S(N)(=O)=O)cc2)[nH]c(=O)c1C#N | 106 | 103 | 98 | 101 | 65 | 110 | 97 | 99
CC(CCC#N)(CCC#N)C(=O)c1ccccc1 | 88 | 105 | 106 | 90 | 115 | 123 | 125 | 109
O=c1nc(-c2ccco2)sc(=O)[nH]1 | 92 | 111 | 111 | 107 | 114 | 109 | 54 | 113
[O-][n+]1onc(-c2csc(-n3nc(C(F)(F)F)cc3C(F)(F)F)n2)c1-c1ccccc1 | 75 | 99 | 94 | 71 | x | 92 | 81 | 89
Cc1ccc(-c2cc(-c3ccccn3)n(C3=NCC(=O)S3)n2)cc1 | 92 | 108 | 122 | 107 | 103 | 127 | 98 | 97

Limited to OVCAR-5 (2 entries from above):
mol	OVCAR-5
CCOC(=O)c1ccc(NC2=C(Cl)C(=O)C(C)=C(C)C2=O)cc1	105
CC1(C)CC[C@]2(C(=O)N3CCCNCC3)CC[C@]3(C)C(=CC[C@@H]4[C@@]5(C)Cc6c([nH]c7ccccc67)C(C)(C)[C@@H]5CC[C@]43C)[C@H]2C1	96
